HBB splicing = modulators of hemoglobin beta chain splicing | 65,000 compounds, 0.06% hits | Potency, µM (highest dose often 46.1 µM), without a hit: at the top dose activation, hits mostly activators | AID 925 | HBB splicing reporter cell assay, activation; EGFP reporter with mutant IVS2-654 intron; response scale: normalised to 500 nM splice-correcting PNA; also: potency is read from the fitted curve at half-maximal effect; 0% is about no effect
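HeLa cells stably expressing EGFP interrupted by mutant beta-globin intron 2 (IVS2-654), 500/well in 2% FCS. Treated with compound for 2 days at 37C. Splicing correction scored as total well GFP intensity (488 nm excitation, 500-520 nm emission); 500 nM antisense PNA served as control.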
Hsp90 Hop PPI = changes Hsp90-Hop TPR2A binding signal, up or down. Potency, µM (doses to about 57 µM), for inactives: at the top dose activity change, negative = inhibition. 71,000 compounds, 0.44% hits. AlphaScreen TPR2A-His6 binding biotin-Hsp90 C-terminal peptide; active = well fitted curve in either direction with a large enough effect; inconclusive = small, poorly fitted or top-dose-only effect, or another doubt; also: potency is read from the fitted curve at half-maximal effect; % is scaled to controls: 0 for no effect and ±100 for the full control effect; many of its hits are not listed in these tables
Tau filament bind = tau filament binding; P10636; recombinant tau filaments, thioflavin S fluorescence, 15 h; filaments grown with octadecylsulfate alongside compound; Potency, µM (highest dose often 57.1 µM), without a hit: top-dose activity change, negative = inhibition; 71,000 compounds, 2% hits;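 also: potency is read from the fitted curve at half-maximal effect; % is scaled to controls: 0 for no effect and ±100 for the full control effect; actives lower thioflavin S fluorescence by blocking filaments or displacing dye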
Target sequence (P10636 whole entry, looked up): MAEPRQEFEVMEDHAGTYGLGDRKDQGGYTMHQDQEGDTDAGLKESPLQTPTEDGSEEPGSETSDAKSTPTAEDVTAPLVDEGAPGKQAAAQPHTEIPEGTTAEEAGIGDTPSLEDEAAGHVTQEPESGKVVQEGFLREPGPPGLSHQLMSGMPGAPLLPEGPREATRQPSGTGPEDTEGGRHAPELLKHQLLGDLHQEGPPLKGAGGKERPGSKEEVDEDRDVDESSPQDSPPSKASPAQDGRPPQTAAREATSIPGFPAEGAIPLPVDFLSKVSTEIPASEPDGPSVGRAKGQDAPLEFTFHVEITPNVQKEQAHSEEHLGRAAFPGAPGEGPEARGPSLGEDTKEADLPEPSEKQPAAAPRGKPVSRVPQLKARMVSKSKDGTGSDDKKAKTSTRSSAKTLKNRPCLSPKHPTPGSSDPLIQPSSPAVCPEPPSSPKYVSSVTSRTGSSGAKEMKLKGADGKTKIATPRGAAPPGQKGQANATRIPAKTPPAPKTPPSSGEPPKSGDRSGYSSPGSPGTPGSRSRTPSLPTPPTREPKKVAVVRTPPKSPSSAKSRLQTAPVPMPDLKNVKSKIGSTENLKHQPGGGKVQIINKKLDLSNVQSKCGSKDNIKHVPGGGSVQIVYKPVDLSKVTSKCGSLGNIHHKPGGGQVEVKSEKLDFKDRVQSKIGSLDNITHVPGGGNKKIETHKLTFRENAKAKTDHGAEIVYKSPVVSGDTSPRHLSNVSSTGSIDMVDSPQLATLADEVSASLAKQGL
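ThS-based fibril read: tau 1 uM final, inducer ODS 30 uM final, 37 C for 15 h, ex 450/em 510 nm.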
Rhodamine fluor = compound fluoresces in the rhodamine spectral region | max dye-equivalent concentration, M | Rhodamine-region fluorescence, 547/598 nm, Tris buffer; stronger effect = higher value | 59,000 compounds, 0.05% hits; in the data active = max dye-equivalent concentration above about 11 nM; inconclusive = between about 1.1 nM and that limit
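A six-point rhodamine series on each plate calibrates the signal. Compounds sit in 100 mM Tris (pH 8.0) for 15 min at ambient temperature before imaging through 547 nm/598 nm filters.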
ERK AVP block = inhibitors of vasopressin-stimulated ERK signaling pathway | HEK293-V1b, vasopressin-stimulated pERK AlphaScreen | Potency, µM (highest dose often 57.5 µM), for the others: at the highest dose activity, negative = inhibition, hits mostly inhibitors | 72,000 compounds, 0.99% hits; also: potency is read from the fitted curve at half-maximal effect; % is scaled to controls: 0 for no effect and ±100 for the full control effect; nearly all actives have a fitted effect of over 55% in size
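Overnight-seeded V1b-HEK293 cells in 1% FBS got compound, then vasopressin (25 nM final, 5 min, 37C), then lysis buffer. AlphaScreen detection of phospho-ERK; activity normalized to basal and full-stimulation controls.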
FLuc inh = blocks Photinus pyralis firefly luciferase activity; P08659; purified firefly luciferase, luminescence, 8 min; Potency, µM (top dose mostly 57.1 µM), without a hit: at the top dose activity change, negative = inhibition, hits mostly inhibitors; 72,000 compounds, 2.2% hits; AID 411; also: potency is read from the fitted curve at half-maximal effect; % is scaled to controls: 0 for no effect and ±100 for the full control effect; nearly all actives have a fitted effect of over 40% in size
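Firefly luciferase (PKLight detection mix) with 10 uM ATP in pH 7.2 imidazole buffer (KCl, MgCl2, Tween 20, BSA). Compounds tested across a concentration series (qHTS). Luminescence read after 8 min at ambient temperature.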
HADH2 inhib = inhibitors of human HADH2 dehydrogenase. Q99714. recombinant HADH2, NADH fluorescence, beta-hydroxybutyryl-CoA. Potency, µM (series often up to 57.1 µM), inactives show at the top dose activity change, negative = inhibition, actives largely listed as inhibitors. 73,000 compounds, 3.4% hits. AID 886; also: potency is read from the fitted curve at half-maximal effect; % is scaled to controls: 0 for no effect and ±100 for the full control effect; nearly all actives have a fitted effect of over 60% in size; many of its hits are not listed in these tables
Target sequence (Q99714 whole entry, looked up, one chain of several): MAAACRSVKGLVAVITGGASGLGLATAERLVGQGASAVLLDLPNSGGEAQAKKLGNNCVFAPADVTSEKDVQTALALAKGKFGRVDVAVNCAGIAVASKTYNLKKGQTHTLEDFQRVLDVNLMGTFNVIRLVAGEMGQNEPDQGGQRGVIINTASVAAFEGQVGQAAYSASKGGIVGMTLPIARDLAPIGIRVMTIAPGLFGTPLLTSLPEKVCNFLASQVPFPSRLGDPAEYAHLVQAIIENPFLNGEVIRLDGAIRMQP
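His-tagged recombinant enzyme from E. coli, 20 nM, preincubated 15 min RT with compound; reaction started with 1 mM NAD+ and 90 uM beta-hydroxybutyryl-CoA in 100 mM Tris-HCl pH 9.0. NADH fluorescence (ex 360/em 450) read over 4 min; last-minus-first difference.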
Pol III holo inh = blocks replication by bacterial DNA polymerase III holoenzyme; 71,000 compounds, 0.25% hits; reconstituted DNA polymerase III holoenzyme replication, biochemical; Potency, µM (doses to about 57.1 µM), for inactives: at the top dose activity change, negative = inhibition; also: potency is read from the fitted curve at half-maximal effect; % is scaled to controls: 0 for no effect and ±100 for the full control effect
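Reconstituted *E. coli* holoenzyme (0.35 nM Pol III, 1 nM beta, 154 nM SSB, 2 nM primase) was preincubated with compound for 15 min at RT. Synthesis on 1.4 nM ssM13Gori ran 35 min, then was stopped with PicoGreen/EDTA and read as dsDNA fluorescence.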
TexasRed autofl = compounds fluorescent in Texas Red spectral region; Compound fluorescence, Texas Red channel, 547/618 nm; stronger effect = higher value; max dye-equivalent concentration, M; 59,000 compounds, 0.06% hits; AID 587; in the data active = max dye-equivalent concentration above about 10 nM; inconclusive = between about 1.1 nM and that limit
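qHTS profiling of intrinsic compound fluorescence; 100 mM Tris pH 8.0; 15 min RT; ex 547 / em 618 nm; response expressed as Texas Red dye-equivalent concentration from six-point plate standard.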
CRE-bla Fsk = CRE-bla signaling modulation under forskolin stimulation; 71,000 compounds, 2.5% hits; Potency, µM (series often up to 38.2 µM), inactives show at the highest dose activity change, negative = inhibition, most hits filed as activators; CHO CRE-bla reporter (cAMP response element driving beta-lactamase), forskolin EC10, beta-lactamase ratio; active = well fitted activation curve with a large enough effect in the signal ratio, with a control signal flat, not every such curve was filed as active; inconclusive = small, poorly fitted or top-dose-only effect, or effect the other way, or a change in a side signal; the % refers to the signal ratio; also: potency is read from the fitted curve at half-maximal effect; % of control where 0% means no effect
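CRE-bla CHO reporter cells treated with compound titration plus EC10 NKH 477 (water-soluble forskolin), incubated 3 h at 37 °C; CCF4 loading 2 h at room temperature, 460/530 nm emission ratio read, AC50 values derived for positive or negative modulators.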
15-hLO inh = blocks human 15-lipoxygenase activity; P16050; purified 15hLO-1, xylenol orange hydroperoxide absorbance; Potency, µM (top dose mostly 57.1 µM), without a hit: top-dose activity change, negative = inhibition, actives largely listed as inhibitors; 74,000 compounds, 1.4% hits; AID 887; also: potency is read from the fitted curve at half-maximal effect; % is scaled to controls: 0 for no effect and ±100 for the full control effect; nearly all actives have a fitted effect of over 55% in size
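Hydroperoxide formed from arachidonic acid (50 uM) by purified human 15hLO-1 (40 nM) oxidizes ferrous iron, and the ferric-xylenol orange complex is read at 573 versus 405 nm. Compounds were preincubated 15 min; reaction ran 6 min at room temperature.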
Starred values were filed as active, the others as inactive; i = inactive; ? = inconclusive; nt = not tested or not shown; & = joins results of further samples; [ ] = another dose, or the depositor's remark. Unless noted, calls follow the shape of the dose curve; as a rule, active = well fitted curve in the direction sought with a large enough effect; inconclusive = small, poorly fitted or top-dose-only effect, or another doubt; inactive = no such curve, though single readings can be large; an effect the other way counts as inactive or inconclusive. Only part of the results is shown; count on the stated rates, not on these rows.

SMILES	HBB splicing	Hsp90 Hop PPI	Tau filament bind	Rhodamine fluor	ERK AVP block	FLuc inh	HADH2 inhib	Pol III holo inh	TexasRed autofl	CRE-bla Fsk	15-hLO inh
CCc1c2c(nc3ccc(OC)cc13)OC(C)C2 (stereo not given)	0.7%	-7%	9%	nt	9%	nt	-1%	-3%	nt	0%	nt
COc1ccc(-c2onc3ccc(Cl)cc23)cc1OC	0.3%	0%	-6%	i	?	-2%	-23%	-2%	i	?	-21%
COc1cc(-c2noc(-c3ccccc3C(=O)NCc3ccco3)n2)cc(OC)c1OC	3.0%	-6%	26%	i	?	2%	-4%	-7%	?	?	0%
O=C(O)[C@@H]1C[C@@H](C(=O)O)N1	nt	-1%	-12%	nt	1%	-4%	-2%	-5%	nt	4%	10%[25.6 µM]
CCCc1cc(=O)oc2cc3oc(C)c(C)c3cc12	-3.0%	8%	18%	i	4%	1%	2%	-2%	i	?	-12%
Cc1cc(C)cc(C(=O)/C=C2\NC(=O)CS2)c1	-2.4%	-5%	7%	i	-12%	-39%	?	2%	i	?	4%
COc1ccc(OC)c(NC(=O)CSc2nnc(N)s2)c1	-1.4%	-4%	-8%	i	-19%	0%	-28%	-7%	?	2%	3%
COc1ccc(-c2coc3cc(O[C@@H]4O[C@@H](CO)[C@@H](O)[C@@H](O)[C@H]4O)cc(O)c3c2=O)cc1	nt	1%	?	i	nt	-1%[11.4 µM]	7%	-6%	i	10%	nt
CCCc1nc(SCC(N)=O)[nH]c(=O)c1CC	0.1%	-2%	3%	i	5%	1%	5%	-2%	?	4%	9%
O=C(NCc1cccnc1)c1noc2c1CCCC2	-3.6%	-5%	8%	i	-4%	2%	5%	9%	i	-6%	8%
COCCCNC(=O)Cn1nnc(-c2ccc(NC(=O)c3ccc(F)cc3)cc2)n1	0.3%[57.5 µM]	0%	-18%	i	4%	3%	14%	-3%	i	1%	-1%
Cc1nc2cc(S(=O)(=O)C(F)(F)F)ccc2s1	0.6%	-4%	-2%	i	-6%	4%	11%	-4%	i	2%	-7%
Cc1nc(NC(=O)c2ccc(Br)s2)sc1C(=O)N(C)C	-1.2%	-2%	6%	i	-23%	-24%	-4%	-4%	i	?	-8%
O=C(NC(Cc1ccccc1)C(=O)O)c1ccc(S(=O)(=O)N2CCOCC2)cc1 (stereo not given)	0.0%	6%	12%	i	-9%	1%	3%	0%	?	-4%	6%
Cc1cnc(NC(=O)CN2C(=O)C3CC=CCC3C2=O)s1 (stereo not given)	-1.3%	-2%	-8%	i	-9%	0%	-3%	0%	i	-22%	6%

Entries of single compounds as entered above:
`Cc1cc(C)cc(C(=O)/C=C2\NC(=O)CS2)c1` reads HBB splicing: -2.4%; Hsp90 Hop PPI: -5%; Tau filament bind: 7%; Rhodamine fluor: i; ERK AVP block: -12%; FLuc inh: -39%; HADH2 inhib: ?; Pol III holo inh: 2%; TexasRed autofl: i; CRE-bla Fsk: ?; 15-hLO inh: 4%
`CCc1c2c(nc3ccc(OC)cc13)OC(C)C2` (stereo not given) reads HBB splicing: 0.7%; Hsp90 Hop PPI: -7%; Tau filament bind: 9%; Rhodamine fluor: nt; ERK AVP block: 9%; FLuc inh: nt; HADH2 inhib: -1%; Pol III holo inh: -3%; TexasRed autofl: nt; CRE-bla Fsk: 0%; 15-hLO inh: nt

(further entries)
SMILES	HBB splicing	Hsp90 Hop PPI	Tau filament bind	Rhodamine fluor	ERK AVP block	FLuc inh	HADH2 inhib	Pol III holo inh	TexasRed autofl	CRE-bla Fsk	15-hLO inh
COC(=O)CNc1nc(OC)nc(N(C)C)n1	8.0%	-1%	-4%	i	-6%	3%	-3%	-3%	i	11%	5%
Cc1nn(C)cc1CNC(=O)c1cc2n(n1)C(C(F)(F)F)CC(c1cccs1)N2 (stereo not given)	1.5%[57.5 µM]	-3%	1%	i	?	-14%	-2%	0%	i	15%	-1%
O=c1c(-c2ccc(F)cc2)nc2cnc(Oc3cccc(Cl)c3)nc2n1C[C@H]1CCCO1	-0.5%	7%	?	i	-16%	-1%[11.4 µM]	-2%	-9%	i	?	1%
COc1ccc2c(c1)c(CCN1C(=O)c3ccccc3C1=O)cn2C(=O)c1ccco1	0.3%[9.22 µM]	0%	27%	nt	-26%	-9%	9%	-2%	nt	3%	0%
CC1=C(C(=O)Nc2ccccc2)C(c2ccc(C)o2)N2C(=O)CSC2=N1 (stereo not given)	-3.0%	-6%	8%	nt	0%	2%	-14%	-4%	nt	-4%	6%
CCC(C)(C)NC(=O)CN(C(=O)CNS(=O)(=O)c1ccccc1)c1ccccc1	0.1%[57.5 µM]	-1%	-4%	i	-3%	1%	3%	-1%	?	-6%	3%
COc1ccc(OC)c(C(=O)c2ccc(C(=O)N3CCCCC3)cc2)c1	-2.0%	-4%	2%	nt	-15%	-2%	-6%	-8%	nt	10%	1%
CCCC[C@@H]1C[C@H]1C(NC(=O)c1ccccc1)c1ccc(-c2ccccc2)cc1 (stereo not given in full)	-1.1%	-3%	42%	nt	22%	nt	4%	-3%	nt	1%	nt
Cc1oc(-c2ccc(Cl)cc2)nc1CS(=O)CC(=O)NCCCN(C)C1CCCCC1 (stereo not given)	0.1%	-3%	98%	i	8%	0%	2%	-4%	?	-19%	-7%
CN(C1=NC(=O)C(CC(=O)Nc2ccc(Br)cc2)S1)c1ccc(O)cc1 (stereo not given)	-1.0%	-7%	?	i	-8%	0%	-6%	-6%	?	?	-28%
Fc1cccc(CSc2ncnc3c2ncn3[C@H]2CCCS2)c1	5.3%[9.22 µM]	0%[11 µM]	3%[11.4 µM]	i	-4%[11.5 µM]	1%[11.4 µM]	12%[11.4 µM]	-11%[11.4 µM]	i	?	-7%[11.4 µM]
CC(C)(C)OC(=O)NCC(=O)NCC(=O)OCc1ccccc1	-0.9%	-4%	-6%	i	-14%	3%	-4%	-2%	i	-3%	-1%
Cc1ccc(-c2nc(N)n(C(=O)Cc3ccccc3)n2)cc1	0.5%	-3%	2%	i	-12%	-5%	4%	-4%	i	0%	-4%
O=C(O)CN1C(=O)CCS(=O)c2ccccc21 (stereo not given)	-0.2%	-5%	12%	nt	nt	0%	-16%	-6%	nt	-3%	-3%
O=C(Nc1cccc(F)c1)N1CCCC2(CCNCC2)C1	1.6%	-6%	8%	i	-9%	2%[11.4 µM]	6%	-7%	i	-6%	-6%

The list goes on; it opens with the 4 that closed the last part.
SMILES	HBB splicing	Hsp90 Hop PPI	Tau filament bind	Rhodamine fluor	ERK AVP block	FLuc inh	HADH2 inhib	Pol III holo inh	TexasRed autofl	CRE-bla Fsk	15-hLO inh
CC(C)(C)OC(=O)NCC(=O)NCC(=O)OCc1ccccc1	-0.9%	-4%	-6%	i	-14%	3%	-4%	-2%	i	-3%	-1%
Cc1ccc(-c2nc(N)n(C(=O)Cc3ccccc3)n2)cc1	0.5%	-3%	2%	i	-12%	-5%	4%	-4%	i	0%	-4%
O=C(O)CN1C(=O)CCS(=O)c2ccccc21 (stereo not given)	-0.2%	-5%	12%	nt	nt	0%	-16%	-6%	nt	-3%	-3%
O=C(Nc1cccc(F)c1)N1CCCC2(CCNCC2)C1	1.6%	-6%	8%	i	-9%	2%[11.4 µM]	6%	-7%	i	-6%	-6%
CN(CCc1ccccn1)c1ncnc2[nH]ncc12	2.9%	3%	-6%	i	2%	-38%	5%	6%	i	?	14%
Cc1oc2nc(SCC(=O)NC3CCCCC3)nc(N)c2c1C	-0.8%	-9%	-3%	i	-21%	-2%	7%	-7%	i	13µM*	-19%
O=C1CCSc2cccc3cccc(c23)N1	-2.4%	-3%	0%	nt	-27%	-2%	-12%	-2%	nt	-1%	0%
COc1ccc2[nH]c(I)c(CCNC(C)=O)c2c1	0.9%	-7%&-6%	-24%&10%	i	-3%	2%&-1%	-3%&5%	-2%&-2%	i	14%&-6%	-14%[25.6 µM]
CCOC(=O)N1CCC2(CC1)C(C#N)=C(N)Oc1c2sc2nc(C)cc(C)c12	-0.2%	-6%	6%	i	?	1%	3%	-4%	i	?	?
COc1ccc(NC(=O)N2CC[C@@]3(CCCN(C(=O)c4ccco4)C3)C2)cc1	0.1%	-9%	-8%	i	-7%	0%[11.4 µM]	10%	-5%	i	?	1%
CCC(C)NC(=O)c1cc(CC(C)C)on1 (stereo not given)	-0.3%	?	4%	nt	46%	0%	6%	-10%	nt	6%	-5%
